Screening data from PubChem.
Mtb UGM inh – inhibitors of M. tuberculosis UDP-galactopyranose mutase; actives 0.06% (n = 320,000); purified UGM, fluorescence polarization probe displacement; inhibition, % at 10 µM; P9WIQ1; AID 504406; in the data active = inhibition above about 10%, passing the limit was not always enough
Target sequence (P9WIQ1 whole entry, looked up): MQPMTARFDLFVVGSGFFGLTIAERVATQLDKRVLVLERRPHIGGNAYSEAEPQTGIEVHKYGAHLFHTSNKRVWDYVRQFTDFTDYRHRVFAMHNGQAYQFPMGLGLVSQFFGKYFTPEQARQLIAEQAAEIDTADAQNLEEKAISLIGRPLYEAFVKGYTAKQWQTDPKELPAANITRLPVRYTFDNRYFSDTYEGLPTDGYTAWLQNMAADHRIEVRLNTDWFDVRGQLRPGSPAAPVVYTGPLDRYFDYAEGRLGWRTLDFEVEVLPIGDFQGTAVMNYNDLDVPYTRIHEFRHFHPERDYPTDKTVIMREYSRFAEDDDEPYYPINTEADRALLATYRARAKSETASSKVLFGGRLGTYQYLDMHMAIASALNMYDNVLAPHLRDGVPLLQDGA
Mtb FBA inh – Mtb fructose-bisphosphate aldolase inhibition; purified M. tuberculosis FBA, fluorescence read-out; inhibition, % at 1 µM; actives 2.3% (n = 360,000); AID 588726; in the data active = inhibition above about 27%;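 note: 0% = vehicle and 100% = reference inhibitor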
Target sequence (P9WQA3 whole entry, looked up): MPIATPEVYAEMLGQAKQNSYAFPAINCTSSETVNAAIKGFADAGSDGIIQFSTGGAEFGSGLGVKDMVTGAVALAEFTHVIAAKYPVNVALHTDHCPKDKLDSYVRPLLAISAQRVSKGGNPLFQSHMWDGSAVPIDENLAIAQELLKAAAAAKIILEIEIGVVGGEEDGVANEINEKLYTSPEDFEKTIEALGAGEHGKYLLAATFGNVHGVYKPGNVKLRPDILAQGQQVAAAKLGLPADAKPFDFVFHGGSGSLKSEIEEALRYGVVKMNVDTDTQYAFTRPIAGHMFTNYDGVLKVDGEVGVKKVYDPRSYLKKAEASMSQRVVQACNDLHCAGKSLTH
CCHFV vOTU inh – blocks the CCHF virus ovarian tumor domain protease; CCHFV vOTU protease, Pep-AMC fluorescence; inhibition, % at 11.5 µM; actives 0.55% (n = 370,000); AID 651958; note: 0% = vehicle wells with enzyme and 100% = no enzyme wells
BoNT-F LC inh – BoNT F light chain protease inhibition | actives 0.22% (n = 360,000) | Multiplex microsphere protease cleavage assay, flow cytometry | inhibition, % at 10 µM; in the data active = inhibition above about 35%, passing the limit was not always enough; note: plate controls were buffer without enzyme for full effect and enzyme alone for no effect
PrPC surface inh – inhibitors of human cell surface prion protein PrPC. TR-FRET read-out. inhibition, % at 13.8 µM. actives 0.43% (n = 370,000). AID 720596; in the data active = inhibition above about 24%; note: 0% = median of the test wells and 100% = reference compound wells
GDH-TPI counter – inhibits GDH-TPI coupling enzymes, artifact for Mtb FBA screen. GDH-TPI coupled enzyme counterscreen, NADH absorbance. inhibition, % at 4.8 µM. actives 1.2% (n = 360,000). AID 588335;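 note: 0% = DMSO wells and 100% = wells lacking the enzyme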
FadD28 FP inh – blocks FadD28 binding to the bisubstrate probe; fluorescence polarization; inhibition, % at 12.5 µM; actives 0.22% (n = 360,000); AID 588549; in the data active = inhibition above about 8.5%, passing the limit was not always enough
BioA inh – BioA (M. tuberculosis) enzyme inhibition; purified M. tuberculosis BioA enzyme, plate reader; inhibition, % at 9.99 µM; actives 0.096% (n = 360,000); AID 602481; in the data active = inhibition above about 40%
BoNT-A LC inh2 – BoNT A light chain protease inhibition; actives 0.17% (n = 360,000); inhibition, % at 10 µM; multiplex microsphere protease substrate cleavage, flow cytometry; in the data active = inhibition above about 30%; note: plate controls were buffer without enzyme for full effect and enzyme alone for no effect
Numbers without * were called inactive; . = no result given. Cut-off read from the data, not from the text of the source, unless noted: active = inhibition above about 30%; inactive = the rest.

SMILES	Mtb UGM inh	Mtb FBA inh	CCHFV vOTU inh	BoNT-F LC inh	PrPC surface inh	GDH-TPI counter	FadD28 FP inh	BioA inh	BoNT-A LC inh2
O=CN1CCN(C(=S)Nc2ccc(OC(F)F)cc2)CC1	0.1	5	-4	1	-6	14	-0.8	-2.0	-1.4
CCOC(=O)c1nnn(-c2nonc2N)c1CSc1nnc(N)s1	0.5	-3	11	0	-1	5	-2.8	.	0.2
O=S(=O)(c1ccc(SCCOc2ccc(F)cc2)nc1)N1CCCC1	4.0	3	11	1	-7	-3	-2.3	-1.0	-0.9
COc1ccc(C(=O)OCC(=O)Nc2cc(C)on2)cc1S(=O)(=O)N1CCOCC1	-0.6	1	-2	-36	6	7	2.1	-1.0	-2.1
CN(CC(=O)NCc1ccccn1)S(=O)(=O)c1ccccc1	1.6	1	0	-6	0	6	-2.5	.	-0.4
COc1ccc(-c2cnc(N)nc2-c2ccc(OCc3ccccc3)cc2O)cc1	-3.9	0	8	0	-3	7	-2.5	-1.2	0.2
Cc1ccc(-n2c(=O)c3sccc3n(CC(=O)NCC3CCCO3)c2=O)cc1F (stereo not drawn)	-0.5	3	8	11	-13	-5	-2.6	-0.4	-3.1
CCCNC(=O)C1(C)CCN(Cc2cc3ccccc3o2)C1 (stereo not drawn)	.	1	-5	-2	-1	10	-2.3	0.7	-0.2
Cc1cc(NC(=O)NC(=O)c2ccccc2F)no1	-1.9	-1	-4	.	5	5	-0.4	-0.5	.
CC1Cc2cc(/C(O)=C3/C(=O)C(=O)N(CCN4CCOCC4)C3c3ccc(N(C)C)cc3)ccc2O1 (stereo not drawn)	-0.4	0	18	6	-8	25	-1.5	-3.0	-0.1
Cc1ccc(/C=N/NC(=O)Cc2c(F)cccc2Cl)s1	3.4	2	15	1	-4	15	-1.6	-1.0	-1.3
Cc1ccccc1C(=O)NC(=S)NC1CCS(=O)(=O)C1 (stereo not drawn)	-1.4	1	-4	11	7	7	-1.2	-0.7	-0.8
CCC(=O)Nc1ccc(S(=O)(=O)N2CCC(c3nc4ccccc4[nH]3)CC2)cc1	-0.1	2	5	13	-8	2	-3.5	.	1.3
CC(C)Cc1cc(-c2ccco2)c(C#N)c(N)n1	4.1	54*	.	-3	.	6	-0.6	-2.3	0.2
Cc1noc(/C=C/N(C)C)c1S(=O)(=O)N1CCCC(C(=O)NCc2ccco2)C1 (stereo not drawn)	1.6	-2	9	6	3	10	-2.9	0.4	0.3
O=C(CSc1nccn1Cc1ccccc1)NC1CCCC1	-3.5	-1	-1	1	5	3	-3.9	0.2	0.2
O=[N+]([O-])c1ccccc1CCc1ccccc1[N+](=O)[O-]	.	3	0	-4	-9	17	-2.7	-2.4	0.6
COc1ccc([C@H]2C[C@H](n3cc(-c4ccc(F)cc4)nn3)[C@@H](O)CN2CC2CCCCC2)cc1	.	4	9	0	4	23	-1.3	-3.5	-0.5
Cc1ccc(NC(=O)CCCc2c[nH]c3ccccc23)nc1	4.0	5	-4	0	3	2	-0.7	-2.2	-1.2
CC1SC(c2ccccc2Cl)NC1=O (stereo not drawn)	-1.3	-1	6	2	1	1	-2.2	-1.9	-0.9
O=C(c1ccco1)N1CCN(C(=O)c2cc(Cl)nc3ccccc23)CC1	1.6	1	-1	-2	-6	4	-1.6	7.7	2.7
CCS(=O)(=O)n1nc(-c2cccnc2)nc1NCc1ccc(F)cc1	2.7	-3	4	-4	9	-8	-5.0	.	-0.7
CCC1CCCCN1CCNC(=O)CCS(=O)(=O)c1ccc(Br)cc1 (stereo not drawn)	2.9	0	-15	-1	1	1	-0.9	.	0.1
Cc1nn(C)cc1CNC(=O)C1(C)CC1(Cl)Cl (stereo not drawn)	0.5	2	-16	1	3	-4	-1.0	-0.4	0.2
O=C(Nc1cccc(Oc2ccc3c(c2)C(=O)NC3=O)c1)c1cccs1	0.4	-1	3	-1	3	0	-0.4	.	-1.1

Given as a markdown table: 4 of the compounds above.
| smiles | Mtb UGM inh | Mtb FBA inh | CCHFV vOTU inh | BoNT-F LC inh | PrPC surface inh | GDH-TPI counter | FadD28 FP inh | BioA inh | BoNT-A LC inh2 |
| --- | --- | --- | --- | --- | --- | --- | --- | --- | --- |
| COc1ccc([C@H]2C[C@H](n3cc(-c4ccc(F)cc4)nn3)[C@@H](O)CN2CC2CCCCC2)cc1 | . | 4 | 9 | 0 | 4 | 23 | -1.3 | -3.5 | -0.5 |
| Cc1ccc(NC(=O)CCCc2c[nH]c3ccccc23)nc1 | 4.0 | 5 | -4 | 0 | 3 | 2 | -0.7 | -2.2 | -1.2 |
| CC1SC(c2ccccc2Cl)NC1=O (stereo not drawn) | -1.3 | -1 | 6 | 2 | 1 | 1 | -2.2 | -1.9 | -0.9 |
| O=C(c1ccco1)N1CCN(C(=O)c2cc(Cl)nc3ccccc23)CC1 | 1.6 | 1 | -1 | -2 | -6 | 4 | -1.6 | 7.7 | 2.7 |

Additional entries follow:
SMILES	Mtb UGM inh	Mtb FBA inh	CCHFV vOTU inh	BoNT-F LC inh	PrPC surface inh	GDH-TPI counter	FadD28 FP inh	BioA inh	BoNT-A LC inh2
COC(CNC(=O)c1ccc2c3c(onc13)-c1ccccc1C2=O)OC	27*	-1	78*	.	-57	-1	0.3	-2.6	.
CC(/C=C1\SC(=S)N(C(C(=O)O)c2ccccc2)C1=O)=C\c1ccccc1 (stereo not drawn)	-1.0	0	2	2	5	-5	0.2	.	-0.4
O=S(=O)(N[C@H]1C[C@@H](NS(=O)(=O)OCC(Cl)(Cl)Cl)C2CCCCC21)OCC(Cl)(Cl)Cl (stereo partly drawn)	-0.2	1	3	-5	-6	-13	-5.5	0.4	-0.5
N#Cc1cccc(C(c2nnnn2CCc2ccccc2)N2CCN(C3CCCCC3)CC2)c1 (stereo not drawn)	1.3	3	-19	-12	-6	-11	0.5	-3.0	-1.1
COc1ccc(F)cc1C(=O)C1CCCN(Cc2c[nH]c3ccccc23)C1 (stereo not drawn)	-6.1	0	-4	0	0	-2	-4.7	.	-0.5
NNC(=O)CN1CCN(c2ncc(C(F)(F)F)cc2Cl)CC1	-2.1	-1	7	-6	5	0	-3.9	.	-0.5
COc1ccc(OC)c(/C=N/NC(=O)CC(=O)NC2CCCCC2)c1	0.5	105*	-122	-4	-5	2	.	-0.4	2.0
CCSC1=C(C#N)C(c2ccccc2Cl)CC(=O)N1 (stereo not drawn)	-0.4	-1	11	0	-2	2	-6.4	-1.1	1.3
O=C(Nc1ccccc1N1CCCCC1)c1ccc(F)cc1	1.2	1	3	-20	-5	8	-3.6	-0.1	-0.9
CC(C(=O)NC(=O)NC1CCCCC1)N1CCN(c2ccccn2)CC1 (stereo not drawn)	2.6	1	-22	-14	-6	3	-1.3	0.6	-1.1
COc1ccc(C2CC(c3ccc(F)cc3)Nc3nc(N)nn32)cc1 (stereo not drawn)	-2.1	5	-3	-4	-6	-7	-0.7	-0.1	-0.5
CCOC(=O)N1CCN(C(=O)CN(Cc2ccc(Cl)cc2)S(=O)(=O)c2ccccc2)CC1	2.2	-1	6	-4	-4	-3	-3.7	0.4	-0.8
O=C(O)COCC(=O)N1CCCN(c2ccc(C(F)(F)F)cn2)CC1	1.2	6	-13	-19	-1	3	-1.5	-1.7	-0.3
COc1cc(NC(=O)CN(C)C2CCCCC2)c(C)cc1[N+](=O)[O-]	-1.4	3	-15	-2	4	12	-0.1	.	0.9
COCC(C)NC(=O)C1c2ccccc2Oc2ccccc21 (stereo not drawn)	1.7	2	-10	4	-6	-2	-0.9	-1.2	-3.1
Cc1oc(C(C)(C)C)cc1C(=O)N1CCCC1C(=O)O (stereo not drawn)	0.6	-4	0	-4	-3	17	-1.0	-3.3	0.3
O=C(NCCn1ccc2ccccc21)c1ccc(S(=O)(=O)N2CCOCC2)cc1	0.8	-2	0	2	1	-8	-5.3	-2.1	26
Cn1cc(C2NC(=O)c3ccccc3N2)c2ccccc21 (stereo not drawn)	.	13	12	9	25*	8	-4.5	.	1.1
CN(Cc1ccccc1)C(=O)c1ccc2nc([C@H]3C[C@H](O)[C@@H](CO)O3)[nH]c2c1	.	-5	10	0	-4	-6	-4.7	-1.1	-0.3
Cc1cccc(NC(=O)C2CCN(C(=O)[C@@H]3Cc4ccccc4CN3)CC2)c1	0.7	3	-1	1	-7	3	0.7	0.6	2.5
Cc1cccc(NS(=O)(=O)c2cccc(C(=O)NCC(c3ccco3)N3CCCCC3)c2)c1 (stereo not drawn)	1.9	-1	10	3	9	-12	-1.2	-0.4	2.4
NC(=O)c1nsc(C(=O)N(c2cccc(O)c2)C(C(=O)NC2CCCC2)c2ccc(Cl)cc2)c1N (stereo not drawn)	-0.8	5	-6	-4	2	4	.	-0.9	-0.3
O=C(Cn1cc2c(n1)CCCCC2)N1CCc2ccccc21	-1.6	4	1	-17	-3	5	0.5	-1.3	-1.8
Clc1ccc(-n2c(SC/C=C/c3ccccc3)nnc2-c2cccnc2)cc1	-1.0	1	16	10	15	-2	-6.4	5.1	1.2
Cc1cccc(-c2nnc3n2N=C(c2ccccc2Br)CS3)c1	-2.5	-8	22	6	15	-4	-5.5	-0.2	-0.1

By substructure: the entries above with a thiophene ring, fused or not (3)
SMILES	Mtb UGM inh	Mtb FBA inh	CCHFV vOTU inh	BoNT-F LC inh	PrPC surface inh	GDH-TPI counter	FadD28 FP inh	BioA inh	BoNT-A LC inh2
Cc1ccc(-n2c(=O)c3sccc3n(CC(=O)NCC3CCCO3)c2=O)cc1F (stereo not drawn)	-0.5	3	8	11	-13	-5	-2.6	-0.4	-3.1
Cc1ccc(/C=N/NC(=O)Cc2c(F)cccc2Cl)s1	3.4	2	15	1	-4	15	-1.6	-1.0	-1.3
O=C(Nc1cccc(Oc2ccc3c(c2)C(=O)NC3=O)c1)c1cccs1	0.4	-1	3	-1	3	0	-0.4	.	-1.1

Additional compounds follow:
SMILES	Mtb UGM inh	Mtb FBA inh	CCHFV vOTU inh	BoNT-F LC inh	PrPC surface inh	GDH-TPI counter	FadD28 FP inh	BioA inh	BoNT-A LC inh2
CC(C)C[C@@H]1CC2=C(C(=O)OC(C)(C)O2)[C@H](CCc2ccccc2)O1	.	.	6	-1	13	.	.	.	0.2
COC(=O)c1ccc2c(c1)C(NC(C)=O)CCc1cc(OC)c(OC)c(OC)c1-2 (stereo not drawn)	.	2	5	-1	8	2	-1.9	.	0.2
O=C(Cc1coc2ccc3ccccc3c12)N1CCCC1	0.9	1	8	-2	1	5	-0.3	.	-0.5
CCOC(=O)c1cn(CC)c2ccc(Br)cc2c1=O	-4.6	0	0	6	2	15	-0.6	3.7	1.4
CC(=O)c1cccc(NC(=O)N2CCC(c3ccc(C)cc3)C2)c1 (stereo not drawn)	1.4	-1	12	-2	13	17	-5.4	0.7	-0.3
CCC(=O)Nc1nnc(S(=O)(=O)N2CCCC2)s1	-0.5	2	-3	0	-7	-5	-1.4	0.4	-0.3
CCc1ccc(NC(=O)CC2C(=O)NCCN2C(=O)c2ccc(F)cc2)cc1 (stereo not drawn)	-0.6	-4	-4	6	2	6	0.5	1.2	0.2
N#C/C(=C(/O)COc1cccc2ccccc12)c1nc2ccccc2[nH]1	-3.0	3	.	13	.	22	0.2	-0.1	1.2
CN(C)c1cc[n+](/C(C(=S)Nc2ccc(SC(F)F)cc2)=C(/[O-])c2ccccc2)cc1	2.0	0	-13	1	1	16	-3.6	-1.0	0.0
CC(C)CNc1nc(Oc2ccc(=O)[nH]n2)nc(N(C)C)n1	0.8	0	-13	-13	-6	4	-0.4	.	-0.2
CSCCC(c1nc2ccccc2[nH]1)n1c(C)nc2ccccc21 (stereo not drawn)	.	.	2	-6	-5	.	.	.	-1.0
CS(=O)(=O)c1ccc(C2=C(CNC(=O)c3ccc([N+](=O)[O-])cc3)[C@H]3CC[C@@H](C2)N3CCOc2ccccc2)cc1	.	0	-4	-5	-31	0	-11	-3.3	-0.2
CC(=O)Nc1cc2c(c(Cl)c1Cl)-c1ccccc1C2=O	.	2	6	-5	-11	4	-0.1	-2.3	0.1
CCCCN(C(=O)c1ccc2c(c1)OCCO2)c1c(N)n(CCCC)c(=O)[nH]c1=O	-0.2	3	-2	13	6	10	1.4	-5.3	2.6
CNC(=O)CNC(=O)Nc1ccc(C)cc1	0.9	3	1	-4	5	0	-1.8	.	-0.7
C[N+](C)(C)CCOP(=O)([O-])OC[C@H](O)CO	-0.1	4	-7	-1	-1	8	-0.9	1.8	-0.2
O=C(NOC(=O)c1ccccc1Cl)c1cccs1	0.5	-2	-2	2	1	-2	-2.9	-1.7	0.9
CSc1nc(-c2ccco2)nn1S(C)(=O)=O	-6.1	0	36*	-10	4	-4	-3.1	-0.3	0.7
O=C(OCc1nc2scc(-c3ccccc3)c2c(=O)[nH]1)c1cc(Cl)ccc1[N+](=O)[O-]	-2.2	2	-11	-3	-3	12	-0.9	.	0.0
